# Assay outcomes: PubChem, Broad Institute
# FN deposit inh = fibronectin deposition inhibition; AH1F fibroblasts, Alexa488-fibronectin deposition fluorescence, overnight; inhibition, % at 12.6 µM; 0.086% of 350,000 active; AID 743247;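 active = mean inhibition across replicates of 30% or more, regardless of how many single replicates reach that level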;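 note: positive control wells lacked labelled fibronectin entirely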
#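 Assay system: AH1F fibroblasts assembling fluorescent fibronectin matrix; Amount: 10000 AH1F cells per well; Buffer or medium: DMEM, 2% serum; Probe or stimulus: Alexa488-fibronectin, 24 nM final in well; Doses: single compound dose, delivered by pin transfer; Incubation: 1 h adhesion, overnight exposure; Measured by: fluorescence 485/525 nm; Read-out: fibronectin deposition inhibition.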
# S100A4 inh HTS = inhibitors of human S100A4 binding to myosin IIA peptide | P26447 | S100A4/TAMRA-MyoIIA peptide fluorescence polarization | inhibition, % at 10.7 µM | 0.14% of 360,000 active | AID 652163;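 active = mean inhibition of at least 70% across replicates, with every replicate also reaching that level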
# Target sequence (P26447 whole entry, looked up): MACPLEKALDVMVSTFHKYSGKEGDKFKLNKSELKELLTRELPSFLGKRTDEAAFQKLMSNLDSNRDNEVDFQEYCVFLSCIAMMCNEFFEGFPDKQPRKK
#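 incubation = readout 5 min after mixing, signal stable up to 60 min | system = S100A4 monomer protein | buffer or medium = HEPES pH 7.2 with CaCl2, KCl, NaCl, DTT, Triton | benchmarks = neutral control DMSO, positive control TFP | also added = fluorescent myosin IIA peptide, 5 nM | compound dosing = one concentration per compound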
# E-selectin induc = induces E-selectin expression in human endothelial cells. HUVEC E-selectin immunofluorescence imaging; normalized: neutral wells 0, TNF-alpha wells 100. activation, % at 7.58 µM. 0.37% of 260,000 active. AID 686992;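 active = mean E-selectin-positive cell signal at least 10% of the positive control, reached in at least 60% of replicates, without over 20% cell loss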;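 note: in these data hits start at about 27%; measured in HUVEC primary endothelial cells; signal is the percent of cells scored E-selectin positive by PE staining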
#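 Read-out: % PE-positive cells | Test system: HUVEC | Doses: One compound dose added by pin transfer | Buffer or medium: EGM-2 over gelatin coat | Signal: Immunofluorescence imaging | Benchmarks: TNF-alpha, DMSO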
# Xi reactivation = activators of X-chromosome reactivation in mouse fibroblasts | XiGFP mouse fibroblasts, % GFP-positive cells imaging, 3 d; cells co-treated with 5-aza-dC sensitizer; scaled so ellipticine positive control = 100% | activation, % at 7.58 µM | 0.055% of 360,000 active | AID 743238;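 active = mean normalized replicate activation at least 10% and every replicate at or above 10%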;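 note: 0% = median of on-plate neutral control wells and 100% = ellipticine 6 µM median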
#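 assay system = SV40-immortalized XiGFP fibroblast cells, line 68-5-11 | buffer or medium = DMEM plus 5-aza-dC sensitizer | doses = single-point pinned compound dosing | times = 3-day compound exposure, then 15 min fixation at room temperature | benchmarks = positive control ellipticine, 6 µM final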
# RAD54 inh = RAD54 (human) branch migration inhibition; RAD54 Holliday junction branch migration, FAM/BHQ fluorescence; inhibition, % at 10.4 µM; 0.14% of 360,000 active;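 active = mean normalized replicate activity at least 40 and at least half of replicates scoring 40 or more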;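 note: 0% = median of neutral control wells and 100% = median of positive control wells; inhibitors cause a drop in the FAM fluorescence signal; in these data hits start at about 50%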
# Target sequence (Q92698 whole entry, looked up): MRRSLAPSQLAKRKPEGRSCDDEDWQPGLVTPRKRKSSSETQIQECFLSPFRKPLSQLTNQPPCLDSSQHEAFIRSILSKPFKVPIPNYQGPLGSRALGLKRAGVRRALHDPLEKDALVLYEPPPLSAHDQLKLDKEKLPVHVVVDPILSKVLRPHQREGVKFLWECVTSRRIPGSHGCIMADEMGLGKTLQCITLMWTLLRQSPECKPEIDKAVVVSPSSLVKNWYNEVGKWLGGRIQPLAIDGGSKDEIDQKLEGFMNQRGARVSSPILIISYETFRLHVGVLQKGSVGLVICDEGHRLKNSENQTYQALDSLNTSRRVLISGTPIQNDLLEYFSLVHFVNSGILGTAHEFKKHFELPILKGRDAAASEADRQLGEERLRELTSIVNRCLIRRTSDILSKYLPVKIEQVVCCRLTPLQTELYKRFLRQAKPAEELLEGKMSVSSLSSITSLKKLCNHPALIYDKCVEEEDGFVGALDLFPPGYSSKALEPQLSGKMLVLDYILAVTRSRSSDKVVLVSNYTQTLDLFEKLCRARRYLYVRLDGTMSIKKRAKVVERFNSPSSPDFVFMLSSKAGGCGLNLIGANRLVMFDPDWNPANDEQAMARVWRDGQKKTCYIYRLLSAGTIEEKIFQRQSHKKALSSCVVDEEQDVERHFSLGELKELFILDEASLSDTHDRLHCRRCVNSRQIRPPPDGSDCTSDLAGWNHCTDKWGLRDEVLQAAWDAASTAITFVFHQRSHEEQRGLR
# esBAF inh = blocks esBAF chromatin remodeling in mouse ES cells | Bmi1-luciferase knock-in reporter, 24 h; 100% = twice the neutral-well signal | reporter increase, % at 12.5 µM | 2% of 350,000 active | AID 602393; in the data active = activation above about 40%;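 note: 0% = median of the plate's neutral control wells and 100% = double that signal; a rise in the Bmi1 reporter signal indicates esBAF inhibition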
# EWS-Fli inh = blocks EWS/Fli oncoprotein-driven transcription | inhibition, % at 12.6 µM | A673 NR0B1-luciferase reporter, viability-normalised | 0.67% of 350,000 active;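 active = mean inhibition of at least 50% after viability correction, with every replicate also passing that limit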;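 note: firefly luciferase signal divided by Alamar Blue viability fluorescence both relative to DMSO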
# RAD52 anneal inh = blocks human RAD52 DNA annealing; inhibition, % at 18.7 µM; AID 651710; 0.46% of 360,000 active; P43351; recombinant RAD52 DNA annealing, FRET fluorescence;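 active = every replicate showing at least 50% inhibition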
# The depositor's hits bear a star; . = not tested or not shown.
SMILES,FN deposit inh,S100A4 inh HTS,E-selectin induc,Xi reactivation,RAD54 inh,esBAF inh,EWS-Fli inh,RAD52 anneal inh
Cc1csc(NC(=O)CSc2nc3ccccc3c3c2CCCC3)n1,2,-2,-1.0,0.0,.,.,2,-5
CCOc1ccc(NC(=O)CN(C)C(=O)CCCOc2ccc(Br)cc2)cc1OCC,3,-3,-1.3,-0.7,.,.,2,-6
COc1ccc2c3c([nH]c2c1)[C@H](CO)N(Cc1ccccc1)CC31CN(C(C)=O)C1,.,-3,-0.6,0.2,.,.,1,-58
Cc1ccc(S(=O)(=O)Nc2ccc3c(c2)C(=O)N([C@@H](C)CO)C[C@H](C)[C@@H](CN(C)C(=O)C2CCCCC2)OCCCC[C@H](C)O3)cc1,-5,-7,0.0,0.2,0,4,3,2
CCC(=O)n1nc(-c2ccc(OC)cc2)nc1NCc1cccs1,-2,-14,2.0,0.0,.,.,-88,-13
Cc1cccc(C)c1NC(=O)CS(=O)CC(=O)Nc1ccc(N2CCOCC2)cc1 (stereo not given),2,5,0.4,0.3,-3,3,2,-20
O=C(CC1CCCC1)N[C@@H](Cc1cccnc1)C(=O)N1CCC[C@H]1C(=O)NC1CCCC1,-4,-2,0.5,0.3,.,.,9,3
CCc1nc2c(OC)cccn2c1N(C)C(=O)c1ccccc1F,-15,7,.,0.0,5,5,-1,-28
C[C@H]1CN([C@@H](C)CO)C(=O)c2cccc(NC(=O)c3ccncc3)c2O[C@@H]1CN(C)S(=O)(=O)c1ccc(F)cc1,.,9,0.1,0.0,-9,-4,5,-3
C[C@H]1CN([C@@H](C)CO)S(=O)(=O)c2ccc(Br)cc2O[C@H]1CN(C)Cc1cccnc1,4,13,0.4,0.2,4,1,-1,11
CC(C(=O)Nc1ccncc1)(c1ccccc1)c1ccccc1,4,3,.,0.4,.,.,7,-9
O=C(CCc1nnc(Cc2ccc(-c3ccccc3)cc2)o1)NCC1CC1,.,-2,.,0.0,.,.,-3,-8
Cc1c(Br)cccc1NC(=O)C1(C)CCN1Cc1ccc(OC(C)C)cc1 (stereo not given),.,0,-0.3,-0.1,-10,4,8,0
Cc1nc(CN2C(=O)C3(CCC3)ON=C2c2cccc(Cl)c2)cs1,6,0,.,0.0,-19,16,0,-1
N#Cc1ccc(-c2ccc3c(c2)[C@H]2[C@H](CCN2C(=O)C2CCCCC2)[C@@H](CO)N3)cc1,-6,3,0.0,0.1,2,-4,18,-1
O=C(COC(=O)C1CC2CCCC(C1)C2=O)Nc1ccc(F)c(Cl)c1 (stereo not given),3,15,2.1,0.1,9,3,-5,-12
C[C@H]1CCCCO[C@@H](CN(C)C(=O)CCC(F)(F)F)[C@@H](C)CN([C@@H](C)CO)C(=O)c2cc(NS(=O)(=O)c3ccc(F)cc3)ccc2O1,-3,-17,.,0.3,3,1,17,-12
CCc1ccc(Nc2nnc(SCC(=O)NC(=O)CN3CCCC3=O)s2)cc1,-4,-3,.,0.0,-3,-4,7,-14
O=C(CSc1nnc2ccccn12)NC(=O)c1ccccc1,-8,-9,.,0.0,-4,2,-7,2
COC(=O)C(CC#Cc1ccc2c(c1)[C@]1(C(=O)N2)[C@H](c2ccccc2OCCO)N2[C@H](c3ccccc3)[C@H](c3ccccc3)OC(=O)[C@H]2[C@@H]1C(=O)N1CCN(c2ncccn2)CC1)C(=O)OC,.,6,.,.,6,.,60*,-2
CCOC(=O)c1ccc(NC(=O)NCCc2ccccc2OC)cc1,-7,7,1.3,0.0,.,.,0,-14
C[C@@H]1CCCCO[C@H](CN(C)S(=O)(=O)c2cccs2)[C@@H](C)CN([C@@H](C)CO)C(=O)c2cc(NC(=O)Nc3ccc(F)cc3)ccc2O1,.,-12,0.2,-0.8,-4,-3,-17,-17
CC(=O)Nc1cccc(O)c1,.,-10,.,.,-7,1,-2,-16
COc1ccc(C(C)(NC(C)=O)c2nc(-c3ccc(F)c(Cl)c3)cs2)cc1 (stereo not given),.,-4,0.1,0.0,-2,6,5,4
COc1ccccc1C#Cc1ccc2c(c1)O[C@@H](CN(C)Cc1ccccc1)[C@@H](C)CN([C@H](C)CO)S2(=O)=O,.,7,0.0,0.2,-2,-6,14,0
# Further records follow:
SMILES,FN deposit inh,S100A4 inh HTS,E-selectin induc,Xi reactivation,RAD54 inh,esBAF inh,EWS-Fli inh,RAD52 anneal inh
COc1cc(C(=S)N2CCOCC2)ccc1OC(=O)/C=C/c1ccco1,.,-3,.,-0.1,.,.,9,-42
CCCNC(=O)C[C@H]1CC[C@H]2[C@@H](COC[C@H](O)CN2C(=O)Nc2cccc(Cl)c2)O1,-12,-5,0.0,-0.1,-2,7,.,6
O=C(CNC(=O)c1cccs1)OCC(=O)c1ccc(Cl)cc1,-7,12,.,-0.1,-5,4,6,-1
O=c1cc(C(F)(F)F)[nH]c2ccc(C(F)(F)F)cc12,-5,-9,-0.3,-0.1,.,-21,4,-11
CCN(CC)CCN1C(=O)C(=O)/C(=C(/O)c2ccc(F)cc2)C1c1ccncc1 (stereo not given),18,.,.,-0.1,-12,-6,.,.
CCOC(=O)COc1cccc2c(=O)n(CC(=O)N3CCC(C)CC3)ccc12,.,2,0.0,0.1,-16,3,2,-2
CC(C)NC(=O)N(C)C[C@H]1Oc2cc(-c3cncnc3)ccc2S(=O)(=O)N([C@H](C)CO)C[C@@H]1C,-15,-6,0.8,-0.7,0,-3,-11,10
CC(NC(=O)C1CCCN(S(=O)(=O)c2cccs2)C1)c1ccccc1 (stereo not given),-3,-2,0.0,0.0,-3,-3,-3,-115
C[C@@H]1CN([C@@H](C)CO)C(=O)c2cccc(NC(=O)C3CCCCC3)c2O[C@H]1CN(C)S(=O)(=O)c1cn(C)cn1,.,.,0.3,-0.5,.,0,2,.
C[C@@H]1CN([C@@H](C)CO)C(=O)c2cccc(NC(=O)c3ccc(-c4nccs4)cc3)c2O[C@H]1CN(C)S(=O)(=O)c1cn(C)cn1,2,-10,0.0,0.3,4,-2,-6,-9
C/C=C/c1cnc2c(c1)C(=O)N([C@H](C)CO)C[C@@H](C)[C@H](CN(C)C(=O)NC1CCCC1)O2,.,3,-0.2,-0.2,1,4,-17,-1
C[C@@H]1CN([C@@H](C)CO)C(=O)c2cc(NC(=O)CCCN(C)C)ccc2O[C@@H]1CN(C)Cc1ccc(Oc2ccccc2)cc1,.,3,-0.7,0.3,9,-7,.,-4
CCN(C[C@H]1N[C@@](Cc2ccccc2)(C(=O)OC)[C@H]2C(=O)N(Cc3ccccc3)C(=O)[C@@H]12)S(=O)(=O)c1ccc(OC(F)(F)F)cc1,4,0,-0.1,0.4,-7,-6,5,-25
Cc1ccc(NC(=O)/C(=C/c2ccncc2)NC(=O)c2ccccc2)cc1,6,-4,-0.8,1.6,14,.,2,-12
O=C(CN1CCN(Cc2ccccc2)CC1)Nc1cccc(Cl)c1,-11,0,.,0.0,-3,-1,10,-7
CCC(CC)NC(=O)C1CCN(c2ccc(S(=O)(=O)N3CCOCC3)cc2[N+](=O)[O-])CC1,0,65,0.1,0.1,0,8,4,-3
O=C(C[C@H]1CC[C@@H]2[C@H](COC[C@@H](O)CN2Cc2cc(F)ccc2F)O1)N[C@@H]1CCN(Cc2ccccc2)C1,-3,1,0.0,0.0,8,-6,12,-1
COc1ccc(C)c2sc(=NC(=O)c3ccc(C(C)=O)cc3)n(C)c12,-11,-2,.,0.8,.,.,-31,-10
CC(C)C(=O)NNC(=O)c1c(O)c2ccccc2[nH]c1=O,-14,3,2.5,-0.1,1,-2,4,10
CCOC(=O)COc1nc(C)cc(C(F)(F)F)c1C#N,-1,-3,.,0.0,-4,.,6,-13
COc1ccc(C(=O)N/N=C/c2cccnc2)cc1,3,-2,-0.2,0.0,-12,20,-11,-1
COc1cccc(N2CCN(CC(=O)NCc3ccccc3)CC2)c1,-1,-3,.,0.0,-3,-7,5,-14
CCC(=O)Nc1ccc(NC(=O)CSc2nc3c(c(=O)n(C)c(=O)n3C)n2CC)cc1,7,1,.,0.0,-8,-3,13,-5
COCCN(C(=O)Nc1ccccc1)C(C)c1cccnc1 (stereo not given),-19,6,0.7,0.6,-6,7,-6,-11
CCN(C[C@H]1N[C@@](C)(C(=O)OC)[C@H]2C(=O)N(Cc3ccccc3)C(=O)[C@@H]12)C(=O)Nc1ccccc1,-4,0,.,0.3,-13,0,6,1
# Further compounds:
SMILES,FN deposit inh,S100A4 inh HTS,E-selectin induc,Xi reactivation,RAD54 inh,esBAF inh,EWS-Fli inh,RAD52 anneal inh
OCC1OC(n2cnc3c(NC4CCCCC4)ncnc32)C(O)C1O (stereo not given),.,-4,.,.,5,11,-27,1
O=C(OCC(=O)N1CCCCC1)c1ccc(OC(F)(F)F)cc1,14,-2,-0.4,0.1,9,2,0,-5
O=C(C[C@H]1CC[C@H](NC(=O)c2cccnc2)[C@H](CO)O1)NCCN1CCCCC1,-3,19,-0.5,0.4,-1,0,6,3
C#CCN1[C@H](/C=C/C2CC2)[C@H](Cc2ccccc2)OC(=O)[C@@H]1[C@@H]1N[C@@H](C(=O)OC)C(C)(C)S1,.,-2,.,.,7,.,4,-9
O=C(C1CCCN1S(=O)(=O)c1ccc(Br)cc1)N1CCOCC1 (stereo not given),.,-7,.,0.0,.,.,0,-3
C[C@@H]1CN([C@@H](C)CO)C(=O)Cc2cc(NC(=O)CCCCCC(=O)Nc3ccccc3N)ccc2O[C@H]1CN(C)C(=O)NC1CCCCC1,-1,-5,0.1,0.1,-3,4,-1,16
C[C@H]1CN([C@@H](C)CO)C(=O)c2cccc(NS(=O)(=O)c3ccc(Cl)cc3)c2O[C@H]1CN(C)S(=O)(=O)c1cn(C)cn1,.,.,0.8,0.1,.,0,-2,.
COc1ccc(S(=O)(=O)N2CCN(CCO)CC2)cc1-c1nnc2c3ccccc3c(C)nn12,2,-4,0.7,0.2,-5,-6,-8,-2
Cc1cc(NC(=O)CSc2ccc3nnc(CCNS(=O)(=O)c4ccccc4)n3n2)no1,0,3,.,0.2,0,3,18,-7
COc1ccc(N2CC(C(=O)N[C@@H](C)C(=O)N3CCCCC3)CC2=O)cc1 (stereo not given in full),7,7,.,-0.1,0,2,-4,-11
COc1cccc(CC2(CO)CCN(Cc3ccc4cccc(F)c4n3)CC2)c1,-13,0,5.9,-0.3,.,.,34,-39
CCN(CC)c1ncnc2c1ncn2[C@H]1CN(Cc2cccs2)C[C@@H](CO)O1,-5,-2,-0.1,-0.3,-5,-1,-4,-93
O=C(CCc1nc2ccccc2c(=O)[nH]1)Nc1cc(C(F)(F)F)ccc1N1CCCC1,-9,-2,0.4,0.6,4,-4,3,-17

# Complete entries as entered above.
# O=C(C[C@H]1CC[C@H](NC(=O)c2cccnc2)[C@H](CO)O1)NCCN1CCCCC1 is entered as FN deposit inh: -3; S100A4 inh HTS: 19; E-selectin induc: -0.5; Xi reactivation: 0.4; RAD54 inh: -1; esBAF inh: 0; EWS-Fli inh: 6; RAD52 anneal inh: 3
# OCC1OC(n2cnc3c(NC4CCCCC4)ncnc32)C(O)C1O (stereo not given) is entered as FN deposit inh: .; S100A4 inh HTS: -4; E-selectin induc: .; Xi reactivation: .; RAD54 inh: 5; esBAF inh: 11; EWS-Fli inh: -27; RAD52 anneal inh: 1
